# ALDH1A1 inh: ALDH1A1 (human) enzyme inhibition; P00352; Purified ALDH1A1, NADH fluorescence, propionaldehyde substrate; Potency, µM (titrated, usually from 75.3 µM), without a hit: at the top dose activity, negative = inhibition, hits mostly inhibitors; actives 7.3% (n = 220,000); AID 1030; active means well fitted inhibition curve with a large enough effect, not every such curve was filed as active; inconclusive means small, poorly fitted or top-dose-only effect, or another doubt; inactive means no such curve, though single readings can be large or run the other way;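 further: plate controls were no enzyme wells and a reference inhibitor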
# Target sequence (P00352 whole entry, looked up): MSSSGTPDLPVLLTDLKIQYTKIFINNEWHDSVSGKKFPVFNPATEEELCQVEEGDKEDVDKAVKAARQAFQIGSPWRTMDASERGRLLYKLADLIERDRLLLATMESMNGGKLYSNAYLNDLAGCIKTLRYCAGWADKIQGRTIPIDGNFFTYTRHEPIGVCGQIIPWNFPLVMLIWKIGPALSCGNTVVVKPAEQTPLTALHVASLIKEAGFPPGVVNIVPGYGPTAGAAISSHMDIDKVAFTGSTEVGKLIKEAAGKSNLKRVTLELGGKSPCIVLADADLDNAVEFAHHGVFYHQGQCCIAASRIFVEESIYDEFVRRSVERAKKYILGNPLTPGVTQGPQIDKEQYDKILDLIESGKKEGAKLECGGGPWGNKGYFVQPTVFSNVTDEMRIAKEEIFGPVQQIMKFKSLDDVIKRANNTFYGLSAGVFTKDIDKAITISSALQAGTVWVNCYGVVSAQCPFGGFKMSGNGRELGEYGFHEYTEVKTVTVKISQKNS
# aGal spleen mod: inhibitors or activators of human alpha-galactosidase in spleen homogenate; P06280; human spleen homogenate, 4MU-alpha-Gal fluorescence, 40 min; Potency, µM (top dose mostly 80 µM), inactives show at the top dose activity change, negative = inhibition, hits mostly inhibitors; actives 0.008% (n = 240,000); AID 2107;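 further: 0% = enzyme with vehicle and -100% = no enzyme basal signal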
# Target sequence (P06280 32-429 limits assumed): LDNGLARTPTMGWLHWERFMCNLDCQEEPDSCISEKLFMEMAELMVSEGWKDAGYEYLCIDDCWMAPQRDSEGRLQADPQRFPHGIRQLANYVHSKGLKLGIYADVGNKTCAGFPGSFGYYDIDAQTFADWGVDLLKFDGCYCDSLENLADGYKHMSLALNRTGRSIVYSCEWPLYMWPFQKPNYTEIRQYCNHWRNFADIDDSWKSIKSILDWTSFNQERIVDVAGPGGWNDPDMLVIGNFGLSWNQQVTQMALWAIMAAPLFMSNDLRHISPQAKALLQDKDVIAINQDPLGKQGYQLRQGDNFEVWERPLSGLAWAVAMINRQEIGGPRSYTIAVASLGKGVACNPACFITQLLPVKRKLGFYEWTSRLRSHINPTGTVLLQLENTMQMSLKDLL
#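 Inhibition or activation of alpha-galactosidase in human spleen homogenate is scored by 4-MU fluorescence after 40 min at 37C, pH 5.0, with 1 mM substrate. AC50s come from concentration-response fitted to the Hill equation.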
# TR SRC2 fluor cs: counter-screen for TRb-SRC2 inhibitors: fluorescence interference; TRb/SRC2 Texas Red total fluorescence interference; Potency, µM (highest dose often 106 µM), for inactives: at the top dose fluorescence change, negative = quenching; actives 0.29% (n = 280,000); AID 1479; active means well fitted curve in either direction with a large enough effect; inconclusive means small, poorly fitted or top-dose-only effect
#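 Flags fluorescent or light-absorbing compounds by total fluorescence, S + 2P, at 555 nm excitation and 632 nm emission. Mixture: 20 nM Texas Red SRC2 peptide, 0.6 uM human TRb LBD, 1 uM T3, 5% DMSO; compound exposure 5 h at ambient temperature.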
# L3MBTL1 inh: L3MBTL1 (human) inhibition. Q9Y468. Potency, µM (highest dose often 57.1 µM), for inactives: top-dose activity, negative = inhibition, actives largely listed as inhibitors. AlphaScreen L3MBTL1–H3K9me1 peptide binding. actives 0.66% (n = 230,000). AID 485360; further: nearly all actives have a fitted effect of over 60% in size
#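 AlphaScreen assay: L3MBTL1 (50 nM final) was preincubated 30 min at room temperature with biotinylated H3(1-15)K9me1 peptide (75 nM final), then 30 min with library compounds; streptavidin donor and nickel chelate acceptor beads (10 ug/mL final) added, 30 min dark.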
# Tau fluor cs: counter-screen for tau fibril formation inhibitors; Potency, µM (doses to about 57.7 µM), for the others: at the top dose activity change, negative = decrease; tau K18 P301L Alexa594 fluorescence, heparin fibrillization; actives 0.93% (n = 280,000); AID 1463; further: nearly all actives have a fitted effect of over 55% in size
#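 Human K18 P301L tau (15 uM unlabeled plus 0.24 uM Alexa 594-labeled, final) in 100 mM sodium acetate pH 7 was mixed with compound and 20 uM heparin and incubated 6 hr at 37 C.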
# Tau ThT inhib: blocks human tau fibril formation measured by thioflavin T | recombinant tau K18 P301L, heparin-induced fibrillization, ThT fluorescence | Potency, µM (doses to about 57.4 µM), for the others: at the highest dose activity, negative = inhibition, actives largely listed as inhibitors | P10636 | actives 2.1% (n = 270,000); further: nearly all actives have a fitted effect of over 55% in size
# Target sequence (P10636 561-689 P618L limits assumed): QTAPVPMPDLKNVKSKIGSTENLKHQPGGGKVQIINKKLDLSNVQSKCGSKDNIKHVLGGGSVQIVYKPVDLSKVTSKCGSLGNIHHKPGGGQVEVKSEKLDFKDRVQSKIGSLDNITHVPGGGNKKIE
#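 Fibril formation assay: tau K18 P301L at 15 uM with trace Alexa 594 label, heparin inducer 20 uM, pH 7 sodium acetate buffer, 37 C for 6 hr; endpoint ThT signal.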
# TRb-SRC2 inh: inhibitors of human thyroid hormone receptor beta-SRC2 interaction; Potency, µM (series often up to 106 µM), for the others: at the highest dose activity change, negative = inhibition, usual class: inhibitors; actives 0.065% (n = 280,000); AID 1469; TRbeta-SRC2 peptide binding, fluorescence polarization; receptor liganded with 1 µM T3;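 further: plate controls were bound peptide for no effect and peptide without receptor for full effect; nearly all actives have a fitted effect of over 50% in size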
#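 Read-out is fluorescence polarization (555 nm excitation, 632 nm emission) of a Texas Red SRC2 coactivator peptide; loss of signal reflects blocked binding to human TRb ligand-binding domain in the presence of 1 uM T3.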
# Tau FP inhib: inhibitors of human tau fibril formation. P10636. K18 P301L tau heparin fibrillization, Alexa594 FP, 6 h. Potency, µM (titrated, usually from 57.7 µM), without a hit: at the highest dose activity, negative = inhibition, most hits filed as inhibitors. actives 0.39% (n = 280,000); further: nearly all actives have a fitted effect of over 55% in size
#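 Heparin (20 uM) drove fibril formation of recombinant tau K18 P301L, 15 uM unlabeled with 0.24 uM Alexa 594 label, for 6 hr at 37 C in 100 mM sodium acetate pH 7. Fluorescence polarization (555/632 nm) read 1 hr after 30 uM ThT.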
# * hit, by the source's call; u = inconclusive; x = not tested or not shown; & = joins results of further samples; [ ] = dose if it differs, or a comment. Unless noted, the call rests on the fitted dose curve; in most records, active means well fitted curve in the direction sought with a large enough effect; inconclusive means small, poorly fitted or top-dose-only effect, or another doubt; inactive means no such curve, though single readings can be large; an effect the other way counts as inactive or inconclusive. Unless noted, on the % scale 0 is the no-effect control and ±100 the full control effect; potency means the concentration at half of the fitted maximal effect.
# Every second line gives: ALDH1A1 inh, aGal spleen mod, TR SRC2 fluor cs, L3MBTL1 inh, Tau fluor cs, Tau ThT inhib, TRb-SRC2 inh, Tau FP inhib
Cc1ccc(-c2nn(C)c(=O)c3ccccc23)cc1CNC(=O)c1ccccc1
 : -2%, -1%, -9%, 2%, -5%, -8%, 0%, 6%
Cc1c(NC(=O)CSc2ccccc2Cl)c(=O)n(-c2ccccc2)n1C
 : -1%, -5%, -3%, u, -8%, -3%, 4%, -5%
CCOC(=O)c1[nH]c(C)c(CCC(=O)N2CCN(c3ccc(OC)cc3)CC2)c1C
 : x, x, -2%, x, -1%, -4%, -8%, 1%
O=C1C2CC=CCC2C(=O)N1c1ccc(NCCc2ccccc2)c([N+](=O)[O-])c1 (stereo unspecified)
 : -7%, 0%, -2%, -7%, u, u, 6%, 14%
Cc1ccc(NC(=O)CSc2c3c(nc4ccccc24)CCCC3)cc1F
 : x, x, 0%, x, -17%, u, -6%, -2%
COC(=O)[C@H]1CCCN1C(=O)Nc1cccc(Oc2c(F)c(F)c(F)c(F)c2F)c1
 : 1%, -5%, -2%, -6%, -18%, -17%, -4%, -10%
COc1ccc(-c2cc(C(C)=O)c(C)n2CCC(=O)Nc2cccc(C)c2C)cc1
 : x, x, -4%, x, -15%, -10%, -3%, -4%
OCC1(CCCc2ccccc2)CCN(Cc2cnc(N3CCOCC3)s2)CC1
 : -18%, 4%, -3%, -10%, -5%, -10%, -2%, u
O=C(NC1CC1)c1ccc(Cn2c(SCc3ccccc3F)nc3cccnc32)cc1
 : x, x, 7%, x, 1%, 3%, 0%, -3%
O=C1C(C=NCCCN2CCOCC2)=C(O)c2ccccc21
 : -7%, -1%, -4%, -5%, 1%, -2%, 4%, -1%
COc1ccc(NC(=O)c2sc3nc4c(cc3c2N)CCCCCC4)cc1OC
 : x, x, 2%, x, -8%, -2%, -13%, -1%
CCOC(=O)c1ccc(NC(=O)c2ccc3c(c2)NC(=O)c2ccccc2S3)cc1
 : x, x, 4%, x, -22%, -10%, 8%, -11%
CCOC(=O)N1CCN(c2c(Nc3ccc4c(c3)OCCO4)c(=O)c2=O)CC1
 : u, -5%, 0%, x, -9%, -7%, 18%, 2%
Cc1cccc(N(C)C(=O)CCS(=O)(=O)c2ccc3c(c2)n(C)c(=O)c(=O)n3C)c1
 : x, x, 2%, x, 2%, 0%, -2%, 3%
Cc1cc(C(=O)C(=O)N(C)C)c(C)n1-c1ccc(Cl)cc1
 : 7%, -4%, -1%, 15%, 4%, -2%, 6%, 1%
O=C1CC2(CCCC2)CC(=O)N1CCNC[C@H]1COc2ccccc2O1
 : u, 22%, 0%, x, -1%, 4%, -10%, 0%
COc1ccccc1N1CCN(S(=O)(=O)CCNC(=O)Cc2ccc(Cl)cc2)CC1
 : x, x, -9%, x, -7%, 3%, 0%, 10%
COC(=O)C1=C(O)/C(=C\c2ccc(CNS(=O)(=O)c3ccccc3)o2)N=C1C
 : 32µM*, 7%, -1%, u, u, 14µM*, 12%, u
CN1C(=O)NC2(O)C(=O)c3ccccc3C12O (stereo unspecified)
 : 9%, 3%, -2%, 2%, 5%, -2%, -5%, 1%
Cc1cccc(NC(=O)C(=O)NCCc2c[nH]c3ccccc23)c1C
 : -2%, 12%, -2%, x, u, u, 2%, -7%
CC(=O)N(CCC1(c2ccc(C)cc2)CCOC(C(C)C)C1)Cc1ccco1 (stereo unspecified)
 : x, 5%, 0%, x, -7%, -16%, -7%, 11%
O=C(Cn1ccc(C(F)(F)F)n1)N/N=C/c1ccc2c(c1)OCO2
 : 1%, 3%, -5%, 5%, -7%, -15%, 1%, 8%
COCC(=O)NCCc1ccc(S(N)(=O)=O)cc1
 : 13%, -2%, -3%, 7%, 1%, 2%, 0%, 4%
O=C(CN1CCN(C(=O)N2CCCCC2)CC1)Nc1ccc(F)cc1
 : u, -13%, 2%, 4%, 4%, -7%, 2%, 5%
COC(=O)[C@H](Cc1ccccc1)NC(=O)O[C@@H]1C(=O)c2cc(OC)ccc2O[C@H]1c1ccc(OC)c(Br)c1
 : u, 3%&10%, -1%&0%, -4%, -14%&-28%, u, 7%&2%, -9%&-7%
Cc1ccc(S(=O)(=O)c2nc(S(=O)(=O)c3ccc(C)cc3)c(NC(C)C)s2)cc1
 : x, x, -1%, x, -14%, 5%, 0%, -5%
COc1ccc(-c2nc3cc(C(C)C)ccc3o2)cc1NC(=O)COc1ccc(C)cc1C
 : x, x, 3%, x, -1%, 6%, 4%, 0%
O=C(O)C1C2C=CC(O2)C1C(=O)Nc1ccc2c(c1)OCCO2 (stereo unspecified)
 : 11µM*, -1%, -2%, -3%, -2%, u, -3%, 3%
Cc1cc(C)cc(NC(=O)CN2CCN(c3ncccn3)CC2)c1
 : u, 3%, 2%, x, -12%, -6%, -23%, -3%
CC(=O)c1nnn(-c2ccc([N+](=O)[O-])cc2C)c1C
 : 3%, 11%, 0%, x, -5%, -5%, 3%, 6%
Cc1noc(NS(=O)(=O)c2ccc(NC(=O)C34CC5CC(C3)CC(n3cnc(Cl)n3)(C5)C4)cc2)c1C
 : -7%, -11%, 1%, 0%, -11%, -5%, 9%, -1%
COCC(=O)N/N=C(\C)CC(=O)Nc1ccccc1C(N)=O
 : 2%, 0%, -2%, 1%, 4%, 5%, -5%, -4%
NC1=NC2(CCCCC2)N(c2cccc(Cl)c2)C(N)=N1
 : 5%, -2%, -5%, x, 0%, -2%, -10%, 11%
Cn1nc(-c2ccc(S(N)(=O)=O)s2)cc1C(F)(F)F
 : x, -5%, 3%, 7%, -14%, -7%, -1%, -12%
CCOC(=O)CCCc1ccc(/C(C)=N/NC(N)=S)cc1
 : x, -8%, -1%, x, -26%, x, 0%, 3%
COc1cc(/C=N/NC(=O)CNC(=O)c2ccc3c(c2)OCCO3)ccc1O
 : -9%, -15%, 3%, 1%, -6%, -7%, -22%, 6%
Cc1ccc(NC(=O)CCS(=O)(=O)c2ccc(Br)s2)c(Br)c1
 : x, x, 5%, x, -21%, -5%, 1%, -5%
Cc1nc2ccccc2c(=O)n1/N=C/c1ccccc1O
 : x, 4%, -2%, 3%, -25%, -14%, 4%, -6%
O=C(Cc1ccc(Cl)cc1)Oc1cccc2cccnc12
 : 8%, 8%, -1%, u, 0%, 13%, -13%, 2%
COc1ccc(N2CCN(C(=O)COc3ccccc3C#N)CC2)cc1
 : x, x, -12%, x, -26%, u, 8%, 2%
COc1cccc(/C=N/NC(=O)CCCC(=O)Nc2ccc(Br)cc2)c1
 : 0%, 6%, 2%, 13%, -21%, u, 4%, -13%
O=C(c1cc(-c2ccco2)nn1-c1cccc(Cl)c1)N1CCCCC1
 : 3.5µM*, -2%, 0%, -26%, -23%, 28µM*, 13%, u
CCOc1ccc(-c2cc3c(=O)n(CC(=O)Nc4c(C)cccc4C)ccn3n2)cc1
 : x, x, 1%, x, -5%, -12%, -9%, -8%
COc1ccc2c(c1)NC(c1cccnc1)=NC(c1ccc(F)cc1)=N2
 : x, x, -1%, x, -22%, u, -1%, -1%
CC(C)(C)C(=O)N(Cc1ccc(Cl)cc1)Cc1cccnc1
 : 18%, -2%, -5%, 5%, -11%, -8%, -8%, -4%
O=C(CSCc1ccc(F)cc1)N1CCc2c([nH]c3ccccc23)C1c1ccccc1 (stereo unspecified)
 : x, x, -1%, x, -19%, -6%, -3%, -2%
Cc1c(Cl)cccc1NC(=O)c1cc(-c2ccccc2O)n[nH]1
 : 11%, -1%, -1%, x, u, -12%, 1%, -2%
c1ccc2c(c1)oc1c(Nc3ccc4c(c3)OCO4)ncnc12
 : -10%, -1%, -2%, -1%, -19%, u, -21%, 9%
COc1ccc(C(=O)O)cc1S(=O)(=O)NCCCN1CCCC1=O
 : 5%, -2%, -3%, 8%, 3%, -4%, -9%, -2%
COCCNC(=O)C(c1ccc(C)o1)N(C(=O)c1snc(C(N)=O)c1N)c1cccc(C)c1 (stereo unspecified)
 : u, 9%, -1%, -5%, 1%, -10%, -2%, 1%
CCCOc1ccccc1-c1nc(SCCC(=O)O)n[nH]1
 : u, -3%, -2%, 17%[11.4 µM], 4%, -3%, -1%, 4%
C=C(C)c1cccc(C(C)(C)NC(=O)NCCCn2ccnc2)c1
 : 11%, -23%, -2%, 0%, -6%, 1%, 1%, -17%
CC(=O)c1ccc(OCC(O)CN2CCN(Cc3ccccc3)CC2)cc1 (stereo unspecified)
 : 0%, -3%, -5%, 5%, -6%, -10%, -2%, -4%
C=CCNC(=O)COc1ccccc1C#N
 : 6%, 0%, 0%, x, -3%, -5%, 6%, -2%
Cc1nc2ccc(NC(=O)C(F)(F)F)cc2o1
 : 9%, -2%, 5%, 1%, -7%, -9%, -14%, 0%
CC(c1ccccc1)C(Cc1nc2ccccc2[nH]1)c1nc2ccccc2[nH]1 (stereo unspecified)
 : 15%, 0%, 2%, -5%, -8%, -5%, 4%, 1%
CN(C)C=Nc1c(C(=O)c2ccccc2)sc2nccc(N(C)C)c12
 : u, 1%, 1%, -6%, 3%, -12%, 4%, 5%
CCOC(=O)N1CCN(C(=O)C(CC)n2nc(C)c3sc4ccccc4c3c2=O)CC1 (stereo unspecified)
 : 5%, -11%, -1%, 7%, 3%, -3%, 0%, -3%

# 5 records picked at random from the list so far:
# Every second line gives: ALDH1A1 inh, aGal spleen mod, TR SRC2 fluor cs, L3MBTL1 inh, Tau fluor cs, Tau ThT inhib, TRb-SRC2 inh, Tau FP inhib
COc1cc(/C=N/NC(=O)CNC(=O)c2ccc3c(c2)OCCO3)ccc1O
 : -9%, -15%, 3%, 1%, -6%, -7%, -22%, 6%
CC(c1ccccc1)C(Cc1nc2ccccc2[nH]1)c1nc2ccccc2[nH]1 (stereo unspecified)
 : 15%, 0%, 2%, -5%, -8%, -5%, 4%, 1%
C=C(C)c1cccc(C(C)(C)NC(=O)NCCCn2ccnc2)c1
 : 11%, -23%, -2%, 0%, -6%, 1%, 1%, -17%
COCC(=O)N/N=C(\C)CC(=O)Nc1ccccc1C(N)=O
 : 2%, 0%, -2%, 1%, 4%, 5%, -5%, -4%
CC(=O)c1ccc(OCC(O)CN2CCN(Cc3ccccc3)CC2)cc1 (stereo unspecified)
 : 0%, -3%, -5%, 5%, -6%, -10%, -2%, -4%

# Screening results: PubChem, National Center for Advancing Translational Sciences (NCATS)
